aSyn yeast inh – alpha-synuclein toxicity inhibition in yeast | Yeast expressing alpha-synuclein, growth rescue, BacTiter-Glo, 24 h | Potency, µM (highest dose often 46.1 µM), for inactives: at the top dose growth rescue (activation), usual class: activators | 370,000 tested, 0.14% active | AID 652106; note: potency is the fitted concentration of half-maximal effect; % of control where 0% means no effect; nearly all actives have a fitted effect of over 65% in size
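Screening used galactose-induced yeast with toxic alpha-synuclein levels, exposed to compound for 24 hr at 30 deg C. Cell growth, read with BacTiter-Glo luminescence, gave the measured signal.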
EPAC1 agonist – agonists of human EPAC1 | EPAC1 agonist qHTS, biochemical assay; response scale: 100% = response to 6.5 mM cAMP | Potency, µM (doses to about 154 µM), for inactives: at the top dose activation, actives largely listed as activators | 360,000 tested, 0.073% active | AID 720707; note: potency is the fitted concentration of half-maximal effect; nearly all actives have a fitted effect of over 60% in size
Target sequence (O95398 whole entry, looked up): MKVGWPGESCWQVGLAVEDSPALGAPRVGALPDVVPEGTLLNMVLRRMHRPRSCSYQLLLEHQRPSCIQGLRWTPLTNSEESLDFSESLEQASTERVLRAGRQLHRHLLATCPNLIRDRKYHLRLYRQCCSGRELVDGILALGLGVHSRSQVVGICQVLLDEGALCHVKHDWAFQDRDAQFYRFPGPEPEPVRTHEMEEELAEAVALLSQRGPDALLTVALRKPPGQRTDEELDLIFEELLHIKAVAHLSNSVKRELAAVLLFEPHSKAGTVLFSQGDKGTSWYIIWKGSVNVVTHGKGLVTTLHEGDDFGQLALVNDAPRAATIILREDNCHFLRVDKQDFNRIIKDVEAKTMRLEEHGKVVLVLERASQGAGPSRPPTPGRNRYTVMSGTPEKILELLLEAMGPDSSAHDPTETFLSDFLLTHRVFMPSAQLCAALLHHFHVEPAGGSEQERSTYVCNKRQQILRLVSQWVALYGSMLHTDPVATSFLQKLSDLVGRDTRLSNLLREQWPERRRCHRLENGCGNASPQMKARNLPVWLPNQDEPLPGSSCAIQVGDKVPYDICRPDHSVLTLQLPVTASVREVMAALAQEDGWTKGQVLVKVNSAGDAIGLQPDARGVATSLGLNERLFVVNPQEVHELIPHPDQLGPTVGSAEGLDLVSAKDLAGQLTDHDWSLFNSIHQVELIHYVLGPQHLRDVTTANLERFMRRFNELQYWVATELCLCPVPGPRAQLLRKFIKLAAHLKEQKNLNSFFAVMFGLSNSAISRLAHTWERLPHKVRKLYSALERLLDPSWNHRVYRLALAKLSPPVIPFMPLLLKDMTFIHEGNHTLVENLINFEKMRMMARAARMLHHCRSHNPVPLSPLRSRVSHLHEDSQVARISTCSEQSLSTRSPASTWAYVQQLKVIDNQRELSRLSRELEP
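Nucleotide exchange assay: 100 nM EPAC1 with 250 nM Rap1B loaded with BODIPY-GDP and 50 uM GDP, room temperature. Fluorescence (480/540 nm) read every 5 min for 30 min; signal change normalized to 6.5 mM cAMP as full agonist.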
PLK1 PBD inh – blocks phosphopeptide binding to human PLK1 polo-box domain | P53350 | Plk1 PBD binding of FITC phosphopeptide, fluorescence polarization | Potency, µM, for inactives: max response, negative = inhibition, most hits filed as inhibitors | 360,000 tested, 2.8% active; note: potency is the fitted concentration of half-maximal effect; series mostly up to about 57 µM; % is set by controls: 0 for no effect and ±100 for the full control effect; nearly all actives have a fitted effect of over 65% in size
EPAC1 antagonist – blocks human EPAC1 exchange factor. O95398. EPAC1 GEF assay, Rap1b-BODIPY-GDP exchange fluorescence. Potency, µM (titrated, usually from 115 µM), inactives show top-dose activity change, negative = inhibition, actives largely listed as inhibitors. 360,000 tested, 0.14% active. AID 720709;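 note: potency is the fitted concentration of half-maximal effect; plate controls were vehicle for no effect and positive control for full effect; nearly all actives have a fitted effect of over 50% in size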
PI5P4K alpha inh – PI5P4K alpha (human) kinase inhibition | 330,000 tested, 1.2% active | PI5P4Kalpha enzyme, ADP-Glo luminescence, 60 min; stronger effect = lower value | AID 652105 | P48426 | max response, %; active = max response of -50% or lower; inconclusive = between -30% and -50%; inactive = -30% or higher; note: value at the top dose of about 77 µM; % is set by controls: 0 for no effect and ±100 for the full control effect
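Human PI5P4Kalpha with substrate in 0.038 M HEPES pH 7.4, 0.28 mM EGTA, 0.1% CHAPS, 5% DMSO; reaction started with 5 microM ATP (final), 60 min at room temperature. ADP formed read by ADP-Glo luminescence.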
WRN inhibitor – WRN helicase (human) inhibition; WRN helicase unwinding, fluorescent forked duplex, kinetic; Q14191; Potency, µM (highest dose often 114 µM), without a hit: at the top dose activity change, negative = inhibition, actives largely listed as inhibitors; 360,000 tested, 0.46% active; note: potency is the fitted concentration of half-maximal effect; % is set by controls: 0 for no effect and ±100 for the full control effect; nearly all actives have a fitted effect of over 55% in size
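Fluorescence dequenching readout, ex 525 nm/em 598 nm, kinetic mode: forked duplex DNA (100 nM final) with adjacent fluorophore and quencher unwound by WRN (20 nM final) with 2 mM ATP. Compound preincubation 15 min, room temperature.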
IL2 activator – activators of IL-2; IL-2 activation reporter assay, cell-based qHTS; stimulated with anti-CD3/CD4/CD28 beads; in transgenic mouse T cells; activation, % (series mostly up to about 46 µM); 360,000 tested, 0.065% active; AID 652025; in the data active = activation above about 50%; inconclusive = mostly about 30% to 49%; note: 0% is about no effect
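Quantitative HTS in unstimulated transgenic mouse T cells, with memory T cells as non-tolerant control and PMA/ionomycin as tolerance-bypass control. Compound pretreatment lasted 60 minutes before 18 h bead stimulation; EGFP/DsRed fluorescence read.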
Abeta yeast res – A-beta toxicity reversal in yeast; Potency, µM (series often up to 46.1 µM), for inactives: at the top dose growth rescue, hits mostly activators; AID 1347071; 410,000 tested, 0.063% active; yeast expressing A-beta42, growth rescue, OD600, 48 h; response scale: 0% DMSO, 100% iron-clioquinol control; note: potency is the fitted concentration of half-maximal effect; nearly all actives have a fitted effect of over 55% in size
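Growth rescue measured by 600 nm absorbance after 48 h yeast culture at 30 C with compound. Values normalized between DMSO and an equimolar ferric chloride plus clioquinol control.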
FUS yeast rescue – rescues growth of FUS-expressing yeast; S. cerevisiae FUS-expressing, growth rescue, OD600, 24 h; Potency, µM (doses to about 76.6 µM), for the others: at the top dose growth rescue (activation), actives largely listed as activators; 390,000 tested, 0.24% active; AID 1347120;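 note: potency is the fitted concentration of half-maximal effect; plate controls were DMSO vehicle for no effect and reference control for full effect; nearly all actives have a fitted effect of over 55% in size; some results filed as inactive show a strong effect at the top dose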
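Yeast expressing FUS under galactose induction, OD 0.005 in 2% galactose medium; compounds in a dilution series, 24 h at 30C. Growth rescue by absorbance at 600 nm; CP55940 positive control, DMSO negative.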
Numbers without * were called inactive; ? = inconclusive; · = no result given; [ ] = dose if it differs, or a comment. Unless noted, calls come from the whole dose curve; as a rule, active = well fitted curve in the direction sought with a large enough effect; inconclusive = small, poorly fitted or top-dose-only effect, or another doubt; inactive = no such curve, though single readings can be large; an effect the other way counts as inactive or inconclusive.

Values in the order – aSyn yeast inh	EPAC1 agonist	PLK1 PBD inh	EPAC1 antagonist	PI5P4K alpha inh	WRN inhibitor	IL2 activator	Abeta yeast res	FUS yeast rescue
> COc1cc(NCCCn2cnc3c(OCc4ccccc4)ncnc32)cc(OC)c1OC
 : -9.3%	-6.6%	-2.5%	-23.5%	2.8	-2.6%	1.2	-9.0%	26.9%
> Cc1ccc(CNC(=O)Cn2cncn2)cc1
 : -5.9%	-1.0%	-4.0%	-18.2%	-2.9	-0.2%	-1.1	?	12.9%
> Cc1sc2nc(SCC(=O)NCc3ccco3)n(Cc3ccccc3)c(=O)c2c1C
 : 0.0%	-10.5%	-14.3%	-4.8%	2.2	-1.9%	0.4	10.0%	?
> CCN(CC)S(=O)(=O)c1ccc(-c2nnc(SCC(N)=O)n2CC)cc1
 : -3.2%	5.2%	-3.3%	5.8%	-0.7	3.3%	-1.6	-17.3%	-20.0%
> CCOC(=O)c1c(NC(=O)CN2CCCc3ccccc32)sc(C)c1C
 : 6.1%	7.8%	1.0%	-3.5%	20.1	-17.3%	-4.0	10.2%	·
> CCOC(=O)CSc1nc(COc2ccccc2)nc2ccccc12
 : 11.6%	10.4%	3.0%	-4.7%	3.2	-0.2%	-1.3	-3.1%	11.6%
> COc1cccc(-c2nc3ccc(C(=O)N4CCCC(O)C4)cc3o2)c1 (stereo not given)
 : -7.1%	4.6%	0.3%	-15.5%	-0.9	-8.1%	-2.9	3.7%	14.8%
> CCC(CC)C(=O)Nc1nnc(S(=O)(=O)Nc2ccc(OC)cc2)s1
 : 0.0%	-6.9%	5.5%	-14.4%	4.8	-3.8%	-3.3	5.2%	-23.9%
> CC(C)(CSc1ccccn1)NS(=O)(=O)c1ccc(Cl)cc1
 : -1.0%	-5.4%	-20.4%	-22.0%	-1.9	-18.7%	0.8	-24.9%	·
> COc1ccc(S(=O)(=O)N(C)C)cc1NC(=O)CN1C(=O)NC2(CCCC2)C1=O
 : -2.5%	0.3%	0.0%	-14.0%	1.9	6.5%	0.0	-0.5%	9.4%
> CC(c1ccccc1)N(C)C(=O)CSc1nnc(C2CC2)n1C1CC1 (stereo not given)
 : 3.3%	8.4%	7.2%	-17.8%	5.7	-6.1%	0.0	1.6%	-4.8%
> CCc1ccc2[nH]c(=O)c(CN(Cc3ccco3)C(=S)NCC3CCCO3)cc2c1 (stereo not given)
 : -1.2%	4.3%	-5.8%	?	-9.8	-14.4%	-1.3	-13.6%	?
> CC1CCCN(C(=O)COC(=O)c2cc(-c3cccs3)nn2-c2ccccc2)C1 (stereo not given)
 : 5.6%	1.5%	-24.9%	-23.1%	6.0	7.7%	-1.2	-12.7%	17.0%
> Cc1ccc(C)c(N2CN(Cc3ccco3)CNC2=S)c1
 : -7.4%	-2.1%	0.0%	1.9%	1.1	4.2%	-1.2	11.4%	·
> CCC(=O)Nc1nnc(Cc2ccccc2)s1
 : -0.7%	0.2%	0.8%	2.7%	·	1.9%	-2.0	11.9%	10.8%
> COc1ccc(C(=O)c2cnc3cc4c(cc3c2C)OCO4)cc1
 : 1.7%	4.5%	1.8%	3.6%	-2.3	4.6%	0.0	-42.0%[inhibitor]	14.7%
> COC(=O)c1ccc(NC(=S)Nc2ccccn2)cc1
 : -5.2%	-0.2%	-5.0%	-12.6%	0.2	-6.4%	-0.1	-11.7%	35.6%
> CC(=O)c1ccc(NC(=O)Cn2cnc(S(=O)(=O)N3CCOCC3)c2)cc1
 : 1.0%	-14.9%	1.5%	-16.7%	0.4	5.5%	-2.0	1.1%	5.1%
> O=C(NC1CCCCC1)C1CCC(CNS(=O)(=O)c2ccccc2)CC1 (stereo not given)
 : -1.5%	1.3%	-5.0%	5.3%	-6.2	-6.7%[57.1 µM]	0.4	8.7%	12.9%
> CCOc1cc(/C=N/NC(=O)C(C)Sc2ccccc2)ccc1O (stereo not given)
 : -4.1%	14.4%	-3.9%	1.5%	1.3	-7.1%	0.5	-8.9%	6.6%
> C[C@H](CO)N1C[C@H](C)[C@@H](CN(C)S(=O)(=O)c2cccs2)Oc2ccc(NC(=O)NC3CCCCC3)cc2C1=O
 : 0.9%	-12.1%	-4.1%	-1.4%	2.1	4.2%	0.0	-2.8%	?
> COc1ccc(-c2ccnc(SCC(=O)N3CCOCC3)n2)cc1
 : 11.8%	12.8%	-11.2%	-0.8%	·	-8.4%	0.0	-11.9%	-7.9%
> O=C(NCCc1ccc(Cl)cc1Cl)c1cncc(Br)c1
 : 2.6%	2.1%	-9.6%	-16.3%	7.9	-8.5%	-0.2	-5.2%	-19.0%
> COc1cccc(-c2nc(CSCC(=O)N3CCc4ccccc43)c(C)o2)c1
 : 0.7%	4.7%	-12.7%	-7.7%	·	-2.5%	-2.2	11.3%	13.2%
> COC(=O)c1ccc(C(=O)OCc2nc3cc4ccccc4cc3[nH]2)cc1
 : 1.4%	-11.5%	-0.5%	4.1%	-8.4	-2.0%	-0.1	4.6%	-3.3%
> O=C(COC(=O)c1cccnc1Cl)NCCC1=CCCCC1
 : 3.2%	-1.8%	1.8%	1.3%	-4.0	6.7%	-0.6	11.5%	-27.1%
> Cc1ccc(C2Nc3ccccc3C(=O)N2CCCN2CCOCC2)cc1 (stereo not given)
 : 7.2%	-1.4%	3.3%	-10.0%	-4.4	-1.6%	1.0	1.3%	22.5%
> CN=C(Nc1ccccc1)SC1CC(=O)N(c2cccc(OC)c2)C1=O (stereo not given)
 : 13.6%	1.6%	-4.3%	-4.5%	4.8	-3.7%	-0.1	?	24.2%
> O=C1CCC2(CC1)NC(=O)N(c1ccccc1)N2
 : 10.7%	-6.0%	-13.0%	-21.0%	7.8	3.0%[57.1 µM]	3.7	-18.7%	5.4%
> O=C(NC1CCCCC1)c1cc2ccccc2cc1O
 : -17.2%	8.4%	-7.1%	7.3%	-4.9	-16.3%	2.4	0.2%	-0.4%

As entered above:
FUS yeast rescue result of O=C1CCC2(CC1)NC(=O)N(c1ccccc1)N2 → 5.4%
PI5P4K alpha inh result of COc1ccc(S(=O)(=O)N(C)C)cc1NC(=O)CN1C(=O)NC2(CCCC2)C1=O → 1.9
FUS yeast rescue result of O=C(NC1CCCCC1)C1CCC(CNS(=O)(=O)c2ccccc2)CC1 (stereo not given) → 12.9%

New compounds follow.
Molecule,aSyn yeast inh,EPAC1 agonist,PLK1 PBD inh,EPAC1 antagonist,PI5P4K alpha inh,WRN inhibitor,IL2 activator,Abeta yeast res,FUS yeast rescue
COc1ccc(/C=C2\SC(=O)N(CC(=O)NNC(=O)c3ccccc3O)C2=O)cc1OC,-2.0%,-4.9%,-11.2%,-20.7%,-4.1,-22.6%,-1.2,4.4%,27.4%
O=[N+]([O-])c1ccccc1/C=N\N1CCN(c2ccccc2)CC1,0.5%,1.8%,5.6%,-21.8%,2.5,-10.5%,-0.6,8.0%,-11.0%
C[C@H]1CN([C@@H](C)CO)C(=O)CCCn2nncc2CO[C@@H]1CN(C)S(=O)(=O)c1cccc(F)c1,-1.5%,5.2%,-21.8%,10.9%,9.8,-2.8%,0.4,-4.1%,-16.4%
Cc1ccc(S(=O)(=O)NCCC(=O)NCc2ccc3c(c2)OCO3)cc1C,3.6%,3.9%,-6.4%,13.0%,-5.3,-1.1%,-1.0,-6.5%,25.6%
O=C(CSc1nnc(-c2ccccc2)o1)c1nnc(-c2ccccc2)o1,-2.0%,-6.4%,-22.7%,-18.1%,-52.8*,-22.4%,0.0,-5.4%,?
O=C(OCCN1CCN(C2=NS(=O)(=O)c3ccccc32)CC1)c1cccc(Br)c1,3.5%,27.7%,-2.6%,-0.8%,-2.9,-1.6%,1.4,2.3%,14.2%
NC(=O)NC(CC(=O)NCCCc1ccccc1)c1ccccc1Cl (stereo not given),0.5%,-3.9%,-8.7%,-6.2%,-6.5,2.5%,-4.4,-19.0%,-14.8%
Cc1cc(C)cc(N2CCCn3c2nc2c3c(=O)n(CCN3CCOCC3)c(=O)n2C)c1,2.3%,-3.1%,-5.6%,-0.6%,-4.1,-5.0%,0.8,6.7%,-4.4%
O=C(Nc1cccc(C(=O)O)c1)/C(=C/c1cccc([N+](=O)[O-])c1)NC(=O)c1cccc(Br)c1,-1.0%,1.3%,-3.3%,-1.1%,-0.8,-9.2%,0.2,-4.3%,39.5%
O=C(c1c(F)cccc1F)N1CCN(S(=O)(=O)c2ccc3c(c2)OCCO3)CC1,·,5.8%,·,4.4%,·,·,-0.8,-14.6%,6.5%
CCc1nc2c(OCC(=O)c3ccc(F)cc3)cccn2c1N(C)C(=O)C(C)C,-0.2%,8.0%,-1.3%,-0.9%,0.4,-4.6%,-0.4,-2.7%,-5.4%
Cc1ccc2[nH]c3c(c2c1)CN(C(=O)CN1CC(C)OC(C)C1)CC3 (stereo not given),5.4%,4.9%,-25.6%,-0.7%,0.4,4.7%,1.0,6.7%,5.4%
COC(=O)c1cccc2c1C(=O)c1cc([N+](=O)[O-])ccc1-2,-2.2%,6.2%,-8.5%,-0.2%,-3.4,2.7%,-2.1,-1.0%,-3.8%

Random excerpt: 2 compounds from above
Molecule,aSyn yeast inh,EPAC1 agonist,PLK1 PBD inh,EPAC1 antagonist,PI5P4K alpha inh,WRN inhibitor,IL2 activator,Abeta yeast res,FUS yeast rescue
CCc1nc2c(OCC(=O)c3ccc(F)cc3)cccn2c1N(C)C(=O)C(C)C,-0.2%,8.0%,-1.3%,-0.9%,0.4,-4.6%,-0.4,-2.7%,-5.4%
CC(=O)c1ccc(NC(=O)Cn2cnc(S(=O)(=O)N3CCOCC3)c2)cc1,1.0%,-14.9%,1.5%,-16.7%,0.4,5.5%,-2.0,1.1%,5.1%

High-throughput results from PubChem.
